# DRD3 antagonist = qHTS of D3 Dopamine Receptor Antagonist: qHTS; AID 652054, 2013; hit rate 2.5% among 360,000; D3R cells, DiscoveRx beta-arrestin luminescence, antagonist mode; stronger effect = lower value; D(3) dopamine receptor (Homo sapiens), P35462; max response, negative = inhibition, %; in the data active means max response below about -50%; inconclusive means no clear call, values can overlap the other calls; further: on the % scale 0 is the no-effect control and ±100 the full control effect; mostly tested at two doses, the higher about 12 µM
# Target sequence (P35462 whole entry, looked up): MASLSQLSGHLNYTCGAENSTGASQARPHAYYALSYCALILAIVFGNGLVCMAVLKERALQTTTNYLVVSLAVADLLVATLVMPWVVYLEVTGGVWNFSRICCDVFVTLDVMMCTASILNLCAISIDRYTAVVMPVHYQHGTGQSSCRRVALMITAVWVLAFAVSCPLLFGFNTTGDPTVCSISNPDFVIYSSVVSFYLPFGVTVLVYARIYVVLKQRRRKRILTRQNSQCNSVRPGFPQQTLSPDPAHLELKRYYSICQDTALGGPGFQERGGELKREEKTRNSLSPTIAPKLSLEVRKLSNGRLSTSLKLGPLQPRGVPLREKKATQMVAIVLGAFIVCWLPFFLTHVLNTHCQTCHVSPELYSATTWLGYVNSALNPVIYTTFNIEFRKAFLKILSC
#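 Cells plated overnight at 1500 cells/well, then exposed to library compounds with dopamine controls for 90 minutes at 37 degrees C. DiscoveRx reagent added for 30–60 minutes at room temperature; luminescence read, quantitative HTS format.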
# GLP-1R agonist = qHTS of GLP-1 Receptor Agonists | Glucagon-like peptide 1 receptor (Homo sapiens), P43220 | HEK293 GLP-1R CRE-luciferase, luminescence, 4-6 h; cells express a hypersensitive GLP-1R form | Potency, µM (series often up to 45.6 µM), without a hit: at the top dose activation, most hits filed as activators | hit rate 0.007% among 380,000; further: potency means the concentration at half of the fitted maximal effect; % of control where 0% means no effect
# Target sequence (P43220 whole entry, looked up): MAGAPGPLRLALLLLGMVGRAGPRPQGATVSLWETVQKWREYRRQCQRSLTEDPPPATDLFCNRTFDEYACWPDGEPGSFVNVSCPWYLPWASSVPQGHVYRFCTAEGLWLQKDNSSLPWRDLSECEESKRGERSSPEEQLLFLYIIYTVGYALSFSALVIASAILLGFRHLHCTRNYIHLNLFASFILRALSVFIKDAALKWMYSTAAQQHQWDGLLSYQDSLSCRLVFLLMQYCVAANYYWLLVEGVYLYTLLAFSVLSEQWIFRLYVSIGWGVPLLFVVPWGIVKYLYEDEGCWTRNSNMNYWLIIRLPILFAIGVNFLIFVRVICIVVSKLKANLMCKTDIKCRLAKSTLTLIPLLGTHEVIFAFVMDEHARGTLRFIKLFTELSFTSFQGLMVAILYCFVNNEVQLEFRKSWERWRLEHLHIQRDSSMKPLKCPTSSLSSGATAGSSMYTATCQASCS
# aSyn rescue = qHTS of alpha-syn Inhibitors. Yeast expressing alpha-synuclein, growth rescue, BacTiter-Glo, 24 h. Potency, µM (highest dose often 46.1 µM), for inactives: at the highest dose growth rescue (activation), usual class: activators. hit rate 0.14% among 370,000. AID 652106, 2013; further: potency means the concentration at half of the fitted maximal effect; % of control where 0% means no effect; nearly all actives have a fitted effect of over 65% in size
#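 Galactose-induced alpha-syn yeast (OD600=0.02, raffinose-pregrown) + pinned cpd, 24 hr, 30 deg C; growth by BacTiter-Glo luminescence. Growth restoration scores as activation.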
# pAkt inh = HTS Assay for Inhibitors of Akt Phophorylation: Primary Screen | Neuro2A IGF-stimulated pAkt S473 HTRF, 20 min; stronger effect = lower value | hit rate 0.32% among 360,000 | activity change, % for hits at 50 µM; in the data active means activity change below about -80%; inconclusive means mostly about -51% to -80%; further: on the % scale 0 is the no-effect control and ±100 the full control effect
#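 Neuro2A cells in DMEM with 0.5% FBS, overnight at 37 deg C, given compound at single 50 µM final, then IGF (6 nM final) for 20 min at 37 deg C. Lysed; phospho-Akt Ser473 by HTRF after 24 h, 665/615 ratio.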
# Abeta rescue = qHTS for compounds that reverse cellular toxicity of Amyloid beta (A-beta) peptide in yeast: Primary Screen. Potency, µM (titrated, usually from 46.1 µM), inactives show top-dose growth rescue, usual class: activators. hit rate 0.063% among 410,000. yeast expressing A-beta42, growth rescue, OD600, 48 h; response scale: 0% DMSO, 100% iron-clioquinol control; further: potency means the concentration at half of the fitted maximal effect; nearly all actives have a fitted effect of over 55% in size
#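 Yeast growth medium received pinned compounds, then yeast cells expressing toxic A-beta were added; plates incubated at 30 C for 48 hr. Growth read as absorbance at 600 nm, normalized to DMSO and equimolar FeCl3 plus clioquinol controls.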
# GLP1R inv ag = qHTS of GLP-1 Receptor Inverse Agonists (Inhibition Mode) | hit rate 1.6% among 410,000 | HEK293 GLP-1R CRE-luciferase, luminescence, 24 h; GLP-1R form is constitutively active | AID 624417, 2012 | Potency, µM (highest dose often 38.3 µM), for the others: top-dose activity change, negative = inhibition, hits mostly inhibitors; further: potency means the concentration at half of the fitted maximal effect; on the % scale 0 is the no-effect control and ±100 the full control effect; nearly all actives have a fitted effect of over 55% in size
#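 Cells are plated, allowed 12 hours at 37 deg C, then treated with compounds for 24 hr before luciferase detection reagent is added and luminescence is read after 12 min at room temperature. The HEK293 line carries constitutively active GLP-1R with a cAMP-responsive reporter.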
# PTHR1 ag = qHTS for PTHR1 Agonists: Primary Screen | HEK293 GP2 PTHR1 cells, GloSensor cAMP luminescence, 1 h | Potency, µM (series often up to 115 µM), inactives show at the highest dose activation, actives largely listed as activators | hit rate 0.075% among 410,000; further: potency means the concentration at half of the fitted maximal effect; nearly all actives have a fitted effect of over 55% in size; some results filed as inactive show a strong effect at the top dose; inactives centre near -15; many of its hits are not listed in these tables
#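 HEK-293-derived GP2 cells expressing PTHR1 and a GloSensor cAMP reporter, 3,000/well, plated overnight, given luciferin plus IBMX (each 0.5 mM as added) for 1 h at 37 °C, then compound for 1 h at 37 °C. Luminescence was read after 15 min at room temperature.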
# FUS suppressor = qHTS for Suppressors of FUS Proteinopathy: Primary screen using FUS-linked yeast assay; S. cerevisiae FUS-expressing, growth rescue, OD600, 24 h; Potency, µM (highest dose often 76.6 µM), for inactives: at the top dose growth rescue (activation), most hits filed as activators; hit rate 0.24% among 390,000;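 further: potency means the concentration at half of the fitted maximal effect; plate controls were DMSO vehicle for no effect and reference control for full effect; nearly all actives have a fitted effect of over 55% in size; some results filed as inactive show a strong effect at the top dose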
#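 Yeast FUS proteinopathy model; galactose-induced FUS (2%), starting OD 0.005. Cpds in dilution series, 24hr, 30C, 99% humidity. Abs 600 nm growth. Pos ctrl CP55940 (top 92uM final); neg ctrl DMSO.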
# TDP-43 yeast inh = qHTS of TDP-43 Inhibitors | AID 652104, 2013 | Potency, µM (series often up to 46.1 µM), inactives show top-dose growth rescue (activation), usual class: activators | TDP-43 expressing yeast growth rescue, BacTiter-Glo, 24 h | hit rate 1.8% among 410,000; further: potency means the concentration at half of the fitted maximal effect; % of control where 0% means no effect; nearly all actives have a fitted effect of over 50% in size
#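 Yeast expressing TDP-43 (pregrown in raffinose, seeded at OD600=0.02 in galactose medium) exposed to compounds 24 hr at 30 deg C. Growth read by BacTiter-Glo luminescence; rescue of toxicity appears as increased signal.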
# * = called active by the depositor; i = inactive; ? = inconclusive; · = not tested or not shown; & = joins results of further samples; [ ] = remark or other dose. Unless noted, the call rests on the fitted dose curve; in most records, active means well fitted curve in the direction sought with a large enough effect; inconclusive means small, poorly fitted or top-dose-only effect, or another doubt; inactive means no such curve, though single readings can be large; an effect the other way counts as inactive or inconclusive. This is a subset (hit frequency here may not be typical).
mol | DRD3 antagonist | GLP-1R agonist | aSyn rescue | pAkt inh | Abeta rescue | GLP1R inv ag | PTHR1 ag | FUS suppressor | TDP-43 yeast inh
CS(=O)(=O)N1N=C(c2cccs2)CC1c1ccccc1 (configuration not stated) | 8 | -5% | 7% | i | 8% | 1% | -3% | -7% | 17%
O=C1C(Cl)=C(NCCN2CCOCC2)C(=O)c2ccccc21 | -10 | 0% | -2% | i | 14% | 9% | i | 8% | -6%
Cc1cc2nc(-c3cccc(Cl)c3)c(CC(C)(C)C)n2c(C)c1Br | 4 | -1% | -8% | i | 14% | ? | -12% | -21% | 0%
CCCCN(C)CC(O)Cn1cc(/C=C/C(=O)c2ccc(C)cc2)c2ccccc21 (configuration not stated) | -3 | -3% | 4% | i | -31%&-27%[inhibitor] | ? | -39%[inhibitor] | 18%&41% | -1%&-16%
Nc1[nH]c(C(=O)c2ccccc2)c(-c2ccccc2C(F)(F)F)c1C(=O)NCCc1cccs1 | 0 | 8% | -4% | i | -4% | 22% | -19% | -12% | 8%
Cc1ccc(NC(=O)CCCN2C(=O)c3cccc4cccc(c34)C2=O)cc1 | -22 | 4% | -1% | i | -12% | 13% | -22% | 21% | ?
Cc1ccc(-c2nnc(SCc3nc4ccccc4[nH]3)n2Cc2ccco2)cc1 | 18 | -2% | -1% | i | 18% | 6% | 7%[57.5 µM] | 28% | -19%
COC(=O)CN(C)C(=O)c1cccc(OC2CCN(S(=O)(=O)N(C)C)CC2)c1 | 5 | -1% | 0% | i | -7% | 3% | i | -27% | 6%
O=c1c2ccccc2[nH]c(=S)n1Cc1ccccc1 | 2 | 2% | 3% | i | 21% | -21% | -14% | -21% | 17%
c1ccc(Cn2nnc3c(N4CCC5(CC4)OCCO5)ncnc32)cc1 | -19 | ? | 7% | i | -7% | ? | i | 9% | 15%
CN(C)C(CNS(=O)(=O)c1ccc2ccccc2c1)c1ccccc1 (configuration not stated) | 14 | 0% | 3% | i | 6% | ? | i | -10% | 17%
CN(C)CCCNC(=O)c1ccc(-c2cc(O)c3ncccc3c2)cc1 | · | 10% | · | · | -21% | · | -26% | -4% | ·
Brc1cccc(C2Nc3cccc4cccc(c34)N2)c1 | -12 | 8% | -1% | i | -6% | -18% | i | -1% | 15%
CCN1C(=O)CSc2ccc(C(=O)NCc3ccccc3)cc21 | -2 | 3% | 1% | i | 6% | 21% | i | 10% | 9%
Cc1ccc(S(=O)(=O)N2CCN=C2c2ccccc2)cc1C | 7 | 7% | 1% | i | -5% | 18% | -9% | 3% | -14%
COc1ccccc1C(CCNS(=O)(=O)c1ccc(C)cc1)c1ccco1 (configuration not stated) | 3 | -1% | 7% | i | -4% | ? | -34%[inhibitor] | 17% | 8%
CCCCC(=O)N(Cc1nc2sc(C)c(C)c2c(=O)[nH]1)C1CCCC1 | 10 | 24% | 11% | i | 10% | ? | -17% | 27% | 4%
COCCNC(=O)CNC(=O)c1nn(-c2ccc(OC)c(Cl)c2)c(=O)c2ccccc12 | 14 | 6% | 5% | i | 8% | 2% | i | 8% | 1%
Cc1c(C(=O)CN2CCN(c3ccccc3)CC2)c2ccccc2n1C | -10 | 20% | 4% | i | 1% | 1% | -8% | 9% | -6%
Cc1c(CC(=O)NC(C)C)c(=O)oc2cc3c(cc12)CCC(C)(C)O3 | 25 | 4% | 4% | i | -19% | -14% | 0% | 3% | 8%
COCCN1C=C2C(=O)C(C)(OC(=O)CCC(=O)OC)C(=O)C=C2C=C1C1CC1 (configuration not stated) | -12 | 3% | -4% | i | -8% | 10% | i | -11% | 13%
Cc1ccc(CNC(=O)C2CC(c3ccccc3C(F)(F)F)=NO2)cc1 (configuration not stated) | 0 | 3% | -3% | i | -7% | -5% | i | -7% | 29%
Cn1c(C=O)c(-c2ccc3cc[nH]c3c2)c2ccccc21 | 15 | -1% | 12% | i | 0% | ? | i | ? | 21%
CCc1ccccc1NC(=O)c1nnn(-c2ccc(F)cc2)c1C | · | · | · | · | -26% | ? | i | 22% | 17%
O=C(CCSc1ccccc1)NCC1CCCO1 (configuration not stated) | 21 | 0% | 3% | i | -5% | -1% | -35%[inhibitor] | 6% | 8%
COc1ccc(S(=O)(=O)N(CCc2ccccc2)CC(=O)O)cc1Cl | -16 | 38% | -11% | i | 14% | 28% | -7%[57.5 µM] | 3% | -6%
CCn1cc(CN2CCCC(C(=O)c3ccc(-c4ccccc4)cc3)C2)cn1 (configuration not stated) | -6 | 10% | 7% | i | -6% | 8.9µM* | -4% | 4% | -16%
Cc1ccc(CNC(=O)Cc2ccc(NC3=NC4CS(=O)(=O)CC4S3)cc2)cc1 (configuration not stated) | 7 | -2% | -3% | i | 4% | 1% | i | -12% | ?
Cc1cc(OCCOCCNC(C)C)cc(C)c1Cl | -58* | -1% | 0% | i | -25% | ? | -1%[57.5 µM] | ? | -11%
COc1ccc(CCNC(=O)Cn2nc(-c3ccc(Cl)cc3)ccc2=O)cc1OC | · | · | · | · | -10% | 4% | -26% | 24% | -4%
CC1(C)Cc2nc(-c3ccccc3)n3cnnc3c2CO1 | -4 | 2% | 0% | i | 3% | 11% | -3%[57.5 µM] | -11% | 3%
CC(C)(C)OC(=O)N[C@@H](CC(=O)OCc1ccccc1)C(=O)O | 5 | -3% | 0% | i | 3% | 8% | -12% | 0% | 23%
CC1CCCCC1NC(=O)COC(=O)c1cc(=O)c2ccccc2o1 (configuration not stated) | 2 | -1% | -7% | i | -5% | 6% | -18% | 13% | 2%
COc1ccc(NC(=O)Nc2ccc3c(c2)C(=O)N([C@H](C)CO)C[C@H](C)[C@@H](CN(C)S(=O)(=O)c2cccs2)O3)cc1 | -17 | -5% | -4% | i | 1% | 28% | -18% | ? | 1%
O=C(Cn1ncc2c1-c1ccccc1OC2)N1CCN(c2ccccc2)CC1 | · | · | · | · | -4% | -17% | i | ? | ?
COc1cc(C)nc(N2CCC(C(=O)NCC3CCCO3)CC2)n1 (configuration not stated) | -16 | 2% | 1% | i | -9% | 0% | 5% | 15% | -36%[inhibitor]
COc1ccc(NS(=O)(=O)c2ccc(N3CCCC3)c(N)c2)cc1 | 4 | 16% | 1% | i | 20% | ? | -32%[inhibitor] | 19% | -12%
COc1ccc(/C=N/NC(=O)c2cccc(NC(=O)c3ccccc3Cl)c2)c(OC)c1 | 8 | 13% | -7% | i | -2% | 6%[7.66 µM] | i | 6% | 5%[9.22 µM]
COc1ccc(CN(C)C(=O)C2CC(=O)N(c3ccc4c(c3)OCCO4)C2)cc1 (configuration not stated) | 2 | 6% | 5% | i | 1% | 26% | -9% | -4% | ?
O=S(=O)(Nc1ccccc1N1CCCCC1)c1ccc(F)cc1 | -11 | 11% | 3% | i | -39%[inhibitor] | ? | -61%[inhibitor] | -3% | -24%
O=C(Cn1c(=O)ccc2cc(S(=O)(=O)N3CCCC3)ccc21)Nc1ccc(Cl)cc1 | · | 10% | 0% | · | -5% | 6% | -25% | -7% | ?
CS(=O)(=O)c1ccccc1-c1nnc(NC(=O)c2cccc(N3C(=O)CCC3=O)c2)o1 | -6 | -1% | -1% | i | -8% | 16% | -8% | 30% | -24%
Cc1cc(Cl)ccc1OCC(=O)OCC(=O)NCCNC(=O)COC(=O)COc1ccc(Cl)cc1C | -5 | 1% | 3%[1.84 µM] | i | 2% | 3% | -5% | 10% | 0%
CC(C)NC(=O)[C@]1(C)CCC[C@@]2(C)C3CC[C@@]4(C)C[C@]3(CCC21)CC4=O (some centres not stated) | 6 | 13% | 3% | i | 12% | -11% | -7% | 12% | 8%
C[C@H]1CN([C@@H](C)CO)C(=O)CCCn2cc(nn2)CO[C@@H]1CN(C)S(=O)(=O)c1ccc(-n2cccn2)cc1 | 17 | -5% | 3% | i | 0% | 7% | -23% | -7% | 0%
OC(CNC1CCCCCC1)COc1cccc2ccccc12 (configuration not stated) | -75* | 5% | 0% | i | 11% | 11µM* | -20% | 18% | -14%
O=C(NC1CCCC1)c1ccc2c(=O)n(Cc3ccccc3)c(SCc3cccc(F)c3)nc2c1 | · | · | · | · | -13% | 0% | i | -21% | 10%
Cc1ccc(CNC(=O)CN2C(=O)C3(SCC(=O)N3c3ccc(F)c(F)c3)c3ccccc32)cc1 (configuration not stated) | · | 6% | 1% | · | 0% | -25% | -6% | -2% | 26%
COC(=O)C(NC(C)=O)(Nc1nc(C)cs1)C(F)(F)F (configuration not stated) | 11 | -3% | -8% | i | 5% | 7% | -6%[57.5 µM] | -5% | 8%
CC1CN(C(=S)NC(=O)c2ccc([N+](=O)[O-])cc2)CC(C)O1 (configuration not stated) | 0 | -12% | 3% | i | -1% | 0% | -2% | -9% | 28%

# The list goes on:
mol | DRD3 antagonist | GLP-1R agonist | aSyn rescue | pAkt inh | Abeta rescue | GLP1R inv ag | PTHR1 ag | FUS suppressor | TDP-43 yeast inh
Cc1cc(C)n(-c2ccc(C(=O)N3CCN(c4ccccn4)CC3)cc2)n1 | -18 | 5% | -2% | i | -7% | 2% | -3% | 5% | 9%
CC(C)(C)NC(=S)NC(=O)C12CCC3CC(CC(C3)C1)C2 | -10 | -4% | -7% | i | 6.3µM* | ? | -25% | -8% | 0%
c1cnc(N2CCN(c3nc4ccccc4n4cnnc34)CC2)nc1 | 29 | 30% | 0% | · | 0% | 0% | -20%[57.5 µM] | 44% | -10%
Cc1noc(C)c1CSCC(=O)Nc1nc(-c2ccc(F)c(F)c2)cs1 | 52 | -7% | 4% | i | -10% | ? | -32%[inhibitor] | -6% | -10%

# Source: PubChem
